Assay outcomes as filed in PubChem.
SENP7 inh: inhibitors of human SENP7 protease; Q9BQF6; recombinant SENP7, Z-RLRGG-aminoluciferin luminescence, 40 min; inhibition, % at 5 µM; 330,000 tested, 1.5% active; AID 434973;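 active means inhibition above about 50% at the single test dose, limit read from the data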;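 further: plate controls were DMSO with enzyme for no effect and no enzyme buffer wells for full effect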
Apaf1 inhib: blocks human Apaf-1 apoptosome activity; reconstituted apoptosome caspase-3 activity, DEVD-Rh110 fluorescence; inhibition, % at 20 µM; 330,000 tested, 0.71% active; active means inhibition of at least 40% at 20 µM;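 further: plate controls were DMSO wells for no effect and DEVD-CHO caspase inhibitor wells for full effect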
Target sequence (O14727 whole entry, looked up): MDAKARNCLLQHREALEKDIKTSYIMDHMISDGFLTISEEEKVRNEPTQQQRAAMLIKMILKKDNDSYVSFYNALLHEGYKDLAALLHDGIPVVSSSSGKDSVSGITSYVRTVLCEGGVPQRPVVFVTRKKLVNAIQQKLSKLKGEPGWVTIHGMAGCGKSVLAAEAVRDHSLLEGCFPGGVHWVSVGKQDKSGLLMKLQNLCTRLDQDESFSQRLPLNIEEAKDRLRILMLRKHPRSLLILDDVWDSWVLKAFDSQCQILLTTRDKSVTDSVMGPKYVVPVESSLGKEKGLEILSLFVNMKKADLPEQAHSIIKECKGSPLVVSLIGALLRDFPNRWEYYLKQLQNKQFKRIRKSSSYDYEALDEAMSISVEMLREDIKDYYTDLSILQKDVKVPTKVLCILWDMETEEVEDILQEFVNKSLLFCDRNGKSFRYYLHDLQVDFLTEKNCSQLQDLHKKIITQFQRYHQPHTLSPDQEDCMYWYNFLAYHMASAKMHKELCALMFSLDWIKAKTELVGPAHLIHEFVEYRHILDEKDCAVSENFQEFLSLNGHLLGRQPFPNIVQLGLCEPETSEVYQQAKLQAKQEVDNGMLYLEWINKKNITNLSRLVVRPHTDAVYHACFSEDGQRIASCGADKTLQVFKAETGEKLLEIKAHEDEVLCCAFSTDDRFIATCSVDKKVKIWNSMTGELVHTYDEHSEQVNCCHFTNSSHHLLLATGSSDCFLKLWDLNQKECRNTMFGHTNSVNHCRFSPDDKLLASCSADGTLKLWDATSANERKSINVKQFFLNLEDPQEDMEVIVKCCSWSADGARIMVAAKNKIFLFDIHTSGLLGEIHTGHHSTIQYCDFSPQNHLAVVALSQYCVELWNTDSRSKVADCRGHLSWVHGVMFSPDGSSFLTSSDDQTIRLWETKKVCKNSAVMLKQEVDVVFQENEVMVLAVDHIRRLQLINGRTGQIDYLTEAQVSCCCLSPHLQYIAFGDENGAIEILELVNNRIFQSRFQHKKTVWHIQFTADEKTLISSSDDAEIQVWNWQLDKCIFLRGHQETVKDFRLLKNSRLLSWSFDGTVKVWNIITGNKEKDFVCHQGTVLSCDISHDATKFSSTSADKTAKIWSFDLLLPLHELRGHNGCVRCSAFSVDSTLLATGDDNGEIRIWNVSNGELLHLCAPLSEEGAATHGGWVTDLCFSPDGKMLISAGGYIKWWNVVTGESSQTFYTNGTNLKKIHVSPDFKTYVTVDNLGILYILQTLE
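System – cell-free apoptosome with Apaf-1, procaspase-3 and caspase-9 · Buffer or medium – pH 7.5 Hepes buffer with CHAPS, BSA, DTT · Also added – cytochrome c with DEVD-Rh110 · Times – 30 min compound preincubation, 50 min activation, room temperature · Technique – Rh110 fluorescence intensity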
SENP6 block: inhibitors of human SENP6 protease; inhibition, % at 10 µM; 330,000 tested, 1.8% active; Recombinant SENP6 catalytic domain, aminoluciferin luminescence; Q9GZR1;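 active means inhibition above about 50% at the single tested dose, limit read from the data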;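 further: plate controls were DMSO wells with enzyme for no effect and DMSO wells lacking enzyme for full effect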
SENP8 block-1: blocks human SENP8 cleavage of Nedd8 substrate | 360,000 tested, 0.64% active | inhibition, % at 20 µM | recombinant SENP8, Nedd8 substrate fluorescence | AID 602440; in the data active means inhibition mostly above about 40%, no sharp cut-off; inactive means mostly below about 27%
SENP1 inh: inhibitors of human SENP1 SUMO protease catalytic domain. Q9P0U3. recombinant SENP1 catalytic domain, CyPet-SUMO1-YPet FRET cleavage. inhibition, % at 10 µM. 360,000 tested, 0.21% active. AID 624204;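 active means inhibition at least 30% at 10 µM, raw YFP signal under a set limit, fluorescence ratio 0.5 to 1.5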;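 further: 0% = enzyme with DMSO and 100% = no enzyme wells; some results filed as inactive read as strong as hits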
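Material – human SENP1 catalytic domain · Input – SENP1 enzyme, 20 pM final · Compound dosing – single concentration of 10 µM compound, 0.5% DMSO final · Timing – enzyme reaction for 50 min at room temperature, dark · Measured by – FRET fluorescence in CFP and YFP emission channels · Control set – no-enzyme wells low, DMSO-plus-enzyme wells high control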
HKDC1 inh: blocks human hexokinase HKDC1 activity. Q2TB90. recombinant HKDC1, G6PDH/diaphorase resazurin coupled fluorescence. inhibition, % at 20 µM. 340,000 tested, 0.16% active. AID 493160;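 active means inhibition above about 35% when tested at 20 µM, limit read from the data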;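 further: plate controls were DMSO wells with enzyme for no effect and DMSO wells lacking enzyme for full effect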
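Test system: recombinant HKDC1 (HK5) hexokinase enzyme, produced in-house; Amount: enzyme 5 µg/mL final; Buffer or medium: Tris pH 8.0 buffer with MgCl2, Tween-20, BSA, BME; Reagent: glucose and ATP substrates; Doses: 20 µM test compound, 1% DMSO; Incubation: 90 min reaction incubation at room temperature, dark; Detection: resorufin fluorescence at 613 nm.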
SENP8 block-2: SENP8 protease inhibition. Q96LD8. purified SENP8, Z-RLRGG-aminoluciferin cleavage, luminescence. inhibition, % at 10 µM. 330,000 tested, 1.2% active. AID 2540; in the data active means inhibition above about 50%
PfG6PD inh: PfG6PD (Plasmodium falciparum) enzyme inhibition. PfGluPho enzyme, NADPH resazurin-diaphorase fluorescence. 350,000 tested, 0.78% active. inhibition, % at 20 µM;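 active means inhibition reaching at least a set limit at 20 µM in the primary screen, cut at about 59% in these data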;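 further: 0% = DMSO wells with substrate and 100% = DMSO wells lacking glucose-6-phosphate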
Active calls of the source: *; . = not tested or not shown.

mol,SENP7 inh,Apaf1 inhib,SENP6 block,SENP8 block-1,SENP1 inh,HKDC1 inh,SENP8 block-2,PfG6PD inh
O=C(NCc1cccs1)C1CCN(S(=O)(=O)c2ccc(Br)s2)CC1,1,-9,-2,27,1,-4,1,-21
C=CCN1CC2CC3(COc4cc(C)cc(C)c4)C=CC2(O3)C1=O (stereo not drawn),4,7,-23,14,0,-6,-4,1
C/C(CCC(C)C)=N\Nc1cc(C)c2ccccc2n1,7,-19,5,-440,-17,9,-11,22
O=C(CS(=O)(=O)Cc1ccccc1)Nc1ncccn1,0,2,-2,15,3,-3,3,7
CC(C(=O)NCCN1CCOCC1)(c1ccccc1)c1ccccc1,0,-24,-17,67*,-2,-9,-4,3
Cc1ccc(OCc2nnc(SCC(=O)Nc3ccc4c(c3)OCO4)n2C)cc1,3,-4,8,-35,-8,-5,-5,11
C=CCn1c(SCc2cc(C(=O)OC)c(C)o2)nnc1-c1ccncc1,8,-2,-23,-3,-7,3,-1,11
Cc1ccccc1OCC(=O)Nc1ccc(C)c(S(=O)(=O)N2CCCCCC2)c1,-5,18,-14,3,0,4,11,16
Oc1ccc(C23CCCC2C2(CCCC2)c2ccc(O)cc2O3)c(O)c1 (stereo not drawn),-5,2,-12,9,-1,3,-1,34
CCOC(=O)N1CCN(C(=O)c2cn(C)c3ccc(S(=O)(=O)N(CC)CC)cc3c2=O)CC1,2,-2,11,22,4,3,5,5
CN1c2ccccc2C(C)(C)C12CC(c1ccc(S(=O)(=O)N3CCCCC3)cc1)=NO2 (stereo not drawn),6,-4,-8,12,2,-7,-8,14
O=C(NCc1ccco1)c1n[nH]c(=O)c2ccccc12,-5,1,0,12,0,-5,-6,-3
Cc1cc(N2CCOCC2)n2cc(-c3ccccc3)nc2n1,-7,-1,-2,-130,1,0,0,-11
COc1ccc(-c2[nH]c(-c3ccccc3)nc2SCC(=O)NC2CCCC2)cc1,3,11,5,-434,2,-4,-13,14
COC(=O)C1(C(F)(F)F)N=C(N(C)C)OC(N(C)C)=N1,-4,2,-6,12,3,0,6,21
CCCc1cc(C(=O)Nc2cccc(C(C)=O)c2)no1,0,16,-6,10,1,-3,1,23
Oc1ccc(Cl)cc1C(C#Cc1ccccc1)N1CCOCC1 (stereo not drawn),-2,13,5,13,1,1,-7,0
O=C(Nc1ccc(OC(F)(F)F)cc1)c1ccc2ccccc2n1,4,22,22,3,0,-23,3,58
COc1ccc(NC(=O)CN(C)S(=O)(=O)c2ccc3c(c2)CCC(=O)N3)c(OC)c1,0,12,-8,4,3,2,1,-8
COc1ccccc1CNC(=O)CCS(=O)(=O)c1ccc2c(c1)CC(C)N2C(=O)C1CC1 (stereo not drawn),-3,-2,5,10,2,-4,1,-5
O=C(OCC(=O)N1CCN(C(=O)c2ccco2)CC1)c1cccc(O)c1,-2,-4,0,0,2,-7,-7,5
Cc1cccc(C(=O)N(Cc2nc3ccccc3c(=O)[nH]2)C2CCCC2)c1,2,7,-3,12,-2,-7,3,5
O=C1CSC(c2ccccc2)N1CCc1ccccc1 (stereo not drawn),2,-5,-6,8,0,-6,2,-8
Cc1cc(Cl)ccc1OCC(=O)NNC(=O)c1ccco1,-5,-8,-12,15,2,-5,-9,-4

Full records from above. Order of values: SENP7 inh	Apaf1 inhib	SENP6 block	SENP8 block-1	SENP1 inh	HKDC1 inh	SENP8 block-2	PfG6PD inh
Entry for Cc1cc(Cl)ccc1OCC(=O)NNC(=O)c1ccco1 → -5	-8	-12	15	2	-5	-9	-4
Entry for Cc1cccc(C(=O)N(Cc2nc3ccccc3c(=O)[nH]2)C2CCCC2)c1 → 2	7	-3	12	-2	-7	3	5
Entry for O=C(Nc1ccc(OC(F)(F)F)cc1)c1ccc2ccccc2n1 → 4	22	22	3	0	-23	3	58
Entry for Oc1ccc(Cl)cc1C(C#Cc1ccccc1)N1CCOCC1 (stereo not drawn) → -2	13	5	13	1	1	-7	0

Continuation:
mol,SENP7 inh,Apaf1 inhib,SENP6 block,SENP8 block-1,SENP1 inh,HKDC1 inh,SENP8 block-2,PfG6PD inh
C#CCOCCOCCOCCNc1nc(N2CCN(C(=O)Cn3cc(CCCN=C(N)N)nn3)CC2)nc(N2CCN(C(=O)[C@H](CCCCN)n3cc(CC(C)O)nn3)CC2)n1 (stereo partly drawn),-8,-2,-9,19,-1,-5,6,6
Cc1ccc(/C=C2/SC(=Nc3ccc(F)cc3)NC2=O)s1,4,10,-11,16,5,6,2,21
Nc1nc(NCC(=O)O)nc(N2CCCCCC2)c1[N+](=O)[O-],1,-1,11,9,2,-2,-2,-7
COC(=O)c1nc(NC(=O)c2ccc(Br)cc2)n[nH]1,4,-7,-23,25,0,0,-5,-10
Cn1c(SCC(=O)NC(=O)Nc2ccccc2)nnc1-c1ccncc1,-1,3,-20,10,1,-4,-1,-15
COc1cc(C=O)ccc1OCc1ccccc1Br,66*,17,75*,15,1,-10,70*,-6
COc1cc(CN2CCCCCC2)c([N+](=O)[O-])cc1OC,-9,3,2,-1,0,-2,-2,24
Cc1cc(NCc2ccccc2Cl)n2nnnc2n1,-3,-1,4,13,1,-7,-5,3
O=C(O)CCC(=O)NCC1OCCc2ccccc21 (stereo not drawn),0,-4,-17,3,1,-2,1,-3
CCCc1nnc(NC(=O)CS(=O)(=O)c2ccccc2)s1,-2,4,-12,8,-2,-1,-4,-3
Cc1cccc(C(=O)NCCNC(=O)c2cnccn2)c1,-2,2,-20,12,-3,-4,-5,-9
Cc1ccc(C)c(NS(=O)(=O)c2ccc3c(c2)Cc2cc(S(=O)(=O)Nc4cc(C)ccc4C)ccc2-3)c1,.,.,.,4,1,20,.,0
O=C(Cn1nnc2ccccc2c1=O)Nc1cc(C(F)(F)F)ccc1N1CCOCC1,7,-6,13,1,-2,-2,2,-9
CCOC(=O)N1CCN(C(=O)c2ccccc2CCc2ccccc2)CC1,12,12,-10,22,2,-9,7,-24
CCOC(=O)Cc1nnc(Nc2ccc(C)cc2C)c2ccccc12,-10,-1,-14,-26,0,12,-7,0
Cc1nc2ccccc2c2c1C(=O)N(C1CCCCCCC1)C2=O,0,8,-14,-27,5,2,5,-10
COc1cccc(C(=O)OCC(=O)NC(C)CCc2ccccc2)c1O (stereo not drawn),-3,14,-25,4,2,3,-9,-17
COc1ccccc1CC(=O)O/N=C(\N)c1cccc([N+](=O)[O-])c1,-3,6,-14,32,0,3,-3,-21
CC1(C)Cc2c(c(=S)nc(-c3ccccc3)n2Cc2cccnc2)CO1,-4,-22,-15,14,2,-3,0,1
CCOC(=O)C(C)Sc1nc(N2CCOCC2)c2c(c1C#N)CC(C)(C)OC2 (stereo not drawn),4,2,5,-17,0,-1,2,5
Cc1cccc(C)c1NC(=S)NNc1ncc(C(F)(F)F)cc1Cl,1,-2,-7,23,-2,-4,-5,4
CC1CN(S(=O)(=O)c2cccc(C(=O)OCC(=O)c3cccs3)c2)CC(C)O1 (stereo not drawn),4,7,3,8,2,-6,-2,-17
COc1ccc(-c2nc3ccccc3c(=O)n2CCOc2cc(C)ccc2C)cc1,0,1,11,-79,0,14,0,0
CC(Oc1ccccc1)C(=O)OCC(=O)NC(=O)NC1CCCCC1 (stereo not drawn),9,10,-2,7,-1,0,0,-6
CCc1cccc(C)c1NC(=O)c1ccc2nc(N3CCOCC3)sc2c1,14,4,-6,4,-3,-7,-14,3
COc1ccccc1/C=N/n1c(C)nnc1-n1nc(C)cc1C,9,-12,-1,-2,1,-9,-11,-4
N#Cc1ccc(CSc2nnc(-c3ccncc3)n2CCc2ccccc2)cc1,12,6,-6,-16,2,-4,2,3
O=C(COC(=O)Cc1ccc(S(=O)(=O)N2CCOCC2)s1)Nc1ccc(F)cc1F,-3,-12,2,-55,-6,0,10,-1
CCCCc1nnc(NC(=O)CCS(=O)(=O)c2ccc(C)cc2)s1,-1,-2,11,9,2,-3,-4,1
Cc1cccn2c(=O)nc(SCC(=O)NC3CCCC3)nc12,1,6,-7,-111,1,-2,5,8
O=C(Nc1cccc(S(=O)(=O)NC2=NCCC2)c1)c1cc(-c2ccco2)nc2ccccc12,6,30,-35,-417,-1,15,0,24
CCC(C)Sc1ccc([C@H]2N[C@@](C)(C(=O)OC)[C@H]3C(=O)N(CC)C(=O)[C@@H]23)cc1 (stereo partly drawn),5,-1,7,4,0,-1,3,10
CSc1ccc(CNc2ccc(C)c(C)c2)cc1,-4,8,1,22,-2,14,2,3
CCOC(=O)c1ccc(N2C(=O)C(O)=C(C(C)=O)C2c2ccccc2)cc1 (stereo not drawn),5,1,-12,-273,-2,-2,-2,9
Cc1cc(=O)n2[nH]c(SCc3ccccc3)nc2n1,-9,6,-27,11,0,0,-11,-9
COc1ccc(Cl)cc1N=Cc1c(O)cc(C)oc1=O,3,-6,-17,-43,-3,-6,2,-10
CCSc1c(C(=O)NC)ccc2c1C(=O)c1ccccc1C2=O,7,-1,-4,24,-2,6,0,-2
CCOC1=NC(C(=O)O)c2ccccc2/C(=C(/C)Cl)N1 (stereo not drawn),-2,4,-1,32,0,1,-8,-10
COc1ccc(C)cc1NC(=O)NCc1ccc(F)cc1,-1,-3,8,9,0,-5,-1,-8
CCN1CCc2c(sc(NC(=O)c3ccc(S(=O)(=O)N(C)c4ccccc4)cc3)c2C(=O)NC)C1,-2,21,-12,-132,-31,12,-4,23
CC1CCN(C(=O)COC(=O)c2c[nH]c3ccccc23)CC1,-2,1,5,15,2,4,7,7
COc1ccc(C2Nc3ccccc3C(=O)N2C2CCCCC2)cc1 (stereo not drawn),-1,-4,-7,-400,2,1,-3,-5
O=C(NCc1nnc(SCC(=O)N2CCCc3ccccc32)o1)c1c(F)cccc1Cl,6,-4,-6,13,2,12,-3,-9
CCCCNC(=O)c1ccccc1NC(=O)CN(c1ccccc1)S(=O)(=O)N(C)C,-1,18,0,-20,2,2,1,-2
C=CC[C@@H](CC(=O)N(CCO)Cc1ccccc1)C(=O)NC[C@@H](OC(=O)[C@@H](CC=C)Cc1ccc(F)cc1)c1ccccc1,10,38,19,8,2,9,-3,21
C=CCNc1nc(C(F)(F)F)nc2c1nnn2Cc1ccccc1Cl,-4,8,0,8,3,4,-2,-16
Cc1cccc(C(=O)NCC(=O)OCC(=O)N(C)CC(=O)Nc2ccc(F)cc2)c1,-1,1,-2,5,1,-5,-2,-5
O=C(COc1ccc(Cl)cc1)NCc1nnc(SCC(=O)N2CCCC2)o1,1,-2,5,6,1,-3,1,-5
COCCNC(=O)CN1C(=O)NC(c2ccccc2)(c2ccccc2)C1=O,-8,1,-6,20,-1,1,-14,1
CCCn1c(SCC(=O)Nc2ccc(C)c(S(=O)(=O)N3CCOCC3)c2)n[nH]c1=O,-4,5,0,12,0,-7,-13,2
OC(COc1c(F)cc(Br)cc1F)CN1CCOCC1 (stereo not drawn),2,2,-5,8,2,-7,-7,3
